ST2 IL33 inh: inhibitors of human ST2 (IL1RL1) binding to IL-33, primary screen, biochemical, AlphaLISA; 78,000 tested, 2.3% active; AID 1259354, 2018; AlphaLISA ST2-Fc/biotin-IL-33 interaction, 1 h; Interleukin-1 receptor-like 1 (Homo sapiens), Q01638; inhibition, % for hits at 17 µM; in the data active = inhibition above about 30%; inconclusive = mostly about 10% to 28%
Target sequence (Q01638 whole entry, looked up): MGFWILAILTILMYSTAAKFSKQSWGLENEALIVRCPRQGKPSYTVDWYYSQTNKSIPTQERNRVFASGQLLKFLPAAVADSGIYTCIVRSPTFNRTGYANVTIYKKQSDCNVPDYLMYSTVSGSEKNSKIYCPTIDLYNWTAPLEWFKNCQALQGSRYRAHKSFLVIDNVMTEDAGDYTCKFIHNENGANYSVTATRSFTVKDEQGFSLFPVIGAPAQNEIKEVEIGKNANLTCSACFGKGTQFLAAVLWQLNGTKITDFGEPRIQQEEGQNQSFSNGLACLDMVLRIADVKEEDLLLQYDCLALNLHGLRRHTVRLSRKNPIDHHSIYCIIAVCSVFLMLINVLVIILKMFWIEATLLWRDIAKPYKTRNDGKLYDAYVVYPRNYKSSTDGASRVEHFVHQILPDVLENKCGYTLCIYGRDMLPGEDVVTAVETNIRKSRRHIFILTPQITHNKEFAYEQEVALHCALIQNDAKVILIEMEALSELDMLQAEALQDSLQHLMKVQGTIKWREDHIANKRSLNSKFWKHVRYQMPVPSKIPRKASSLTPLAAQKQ
* hit, by the source's call; i = inactive; u = inconclusive.

No.	SMILES	ST2 IL33 inh
1	Cc1ccccc1CN1CCC(CN(Cc2cccnc2)C(=O)C2=CCCC2)CC1	i
2	O=C(CC[C@@H]1CNC(=O)[C@@H]2C[C@H](NC(=O)Nc3cccc(Cl)c3)CN12)Nc1ccccc1	i
3	CCOc1ccc(S(=O)(=O)N2CCC(N3CCCCC3)CC2)c2cccnc12	u
4	CCOC(=O)CN1C(=O)C(CC)Oc2ccc(Cl)cc21 (centres undefined)	i
5	O=[N+]([O-])c1ccc(S(=O)(=O)NCCc2cccc(Cl)c2)cc1	i
6	CCCS(=O)(=O)N1CCCC(C(=O)NCCCN2CCCC(C)C2)C1 (centres undefined)	u
7	CN1C(=O)c2ccc(NC(=O)c3ccccc3I)cc2C1=O	u
8	O=C(Cn1cnc2c(cnn2-c2ccc(Cl)cc2)c1=O)NCc1ccc2c(c1)OCO2	u
9	CCCCNC1CCS(=O)(=O)C1 (centres undefined)	u
10	O=C1OC(c2ccc(Cl)cc2)=C/C1=C\c1ccc(Br)o1	u
11	CCOC(=O)C1(Cc2cccc(OC)c2)CCN(Cc2cnc(N(C)C)s2)CC1	i
12	O=C(CCS(=O)(=O)c1cccc2nonc12)NCc1ccccc1	i

Laid out differently: results already given.
#9 CCCCNC1CCS(=O)(=O)C1 (centres undefined)
  ST2 IL33 inh = u
#10 O=C1OC(c2ccc(Cl)cc2)=C/C1=C\c1ccc(Br)o1
  ST2 IL33 inh = u
#11 CCOC(=O)C1(Cc2cccc(OC)c2)CCN(Cc2cnc(N(C)C)s2)CC1
  ST2 IL33 inh = i

The list continues:
No.	SMILES	ST2 IL33 inh
13	COc1cccc(N(CC(=O)Nc2cccc(C(C)=O)c2)S(=O)(=O)c2ccccc2)c1	u
14	Cc1ccc2nc(C)cc(C(=O)N3CCCC(N4CCN(c5ccccc5C)CC4)C3)c2c1 (centres undefined)	i
15	Cc1ccccc1C1CCN(CCNC2CCN(C(=O)C(C)C)CC2)C1 (centres undefined)	i
16	O=C(Nc1ccccc1O)c1cc(Cl)ccc1Cl	i
17	COc1ccc(C2C(C(C)=O)=C(O)C(=O)N2c2cccnc2)c(OC)c1 (centres undefined)	i
18	Cc1nc2ccc(Cl)cc2s1	i
19	CC(C)N1C[C@@H]2OCC(=O)N(Cc3nccn3C)[C@@H]2C1	u
20	O=C(Nc1cccc(F)c1)c1ccc(-c2ccccc2)cc1	u
21	O=[N+]([O-])c1ccc(CN2CC[C@H](c3nnc(-c4ccccc4)o3)C2)cc1	i
22	CCCn1cnc2cc(NCc3ccc(Br)cc3)ccc21	u
23	COc1cccc(-c2cnc(C(F)(F)F)nc2C2CCN(C(=O)CCn3ccc(C)n3)CC2)c1	i
24	O=c1c(C=NCCN2CCOCC2)c(C(F)(F)F)[nH]n1-c1nc2ccccc2s1	i
25	CC1=NN(c2ccccc2)C(=O)C1C=C1C(=O)NC(=O)NC1=O (centres undefined)	i
26	O=C(NC1CC1)c1ccc(Cl)cc1[N+](=O)[O-]	u
27	CCN(CC)S(=O)(=O)c1ccc2oc(C(=O)NCc3ccc(C)cc3)c(C)c2c1	i
28	COc1cc(-n2c(=O)c3ccccc3n(CC(=O)NC3CCCC3)c2=O)cc(OC)c1OC	i
29	O=C(NCCSc1c[nH]c2ccccc12)c1ccc(S(=O)(=O)N2CCCC2)cc1	u
30	COc1ccc(C(C)(C)C)cc1S(=O)(=O)N1CCN(c2nc(C)cc(N3CCOCC3)n2)CC1	i
31	Cc1ccc(NC(=O)c2sc3nc(-c4ccncc4)ccc3c2N)cc1Cl	i
32	CCc1sc(C(=O)O)cc1-c1cccc(C(C)N2CCCC2)c1 (centres undefined)	i
33	Cc1cc(=O)[nH]c(SCC(=O)Nc2ccc(Br)cc2)c1C#N	i
34	O=[N+]([O-])c1cccc(-c2noc([C@@H]3Cc4nc[nH]c4CN3)n2)c1	u
35	CC(=O)Nc1cc(C)c2c(=O)oc3ccccc3c2n1	i
36	COc1ccc(C2CC(c3ccc(F)cc3)n3nc(N)nc3N2)cc1 (centres undefined)	i
37	O=C(c1ccc(Cl)cc1)N1CCC(C(=O)N2CCC(Cc3ccccc3)CC2)CC1	i
38	COc1cc(/C=C2/C(=O)N(c3ccc(Cl)c(Cl)c3)N=C2C)cc(OC)c1OC	55.0%*
39	Cc1cc(C)n2nc3nc(N4CCCC4)nc(-c4ccccc4)c3c2n1	i
40	CCCC(=O)N(c1ccc(C)c(C)c1)C1C=CS(=O)(=O)C1 (centres undefined)	i
41	Cc1ccc(-c2ccnc(N3CCOC4(CNCCOC4)C3)n2)c(C)n1 (centres undefined)	u
42	CN1CCCC(CO)(Cc2ccccc2)C1 (centres undefined)	i
43	Cc1nc(CN2CCN(C(=O)CC3COCCN3)CC2)cs1 (centres undefined)	u
44	Cc1ccc(S(=O)(=O)n2cccc2)cc1	i
45	O=C(NC1=NCCS1)c1cc2ccccc2o1	i
46	COc1ccc(Nc2nc(-c3ccncc3)nc3ccccc23)cc1	i
47	O=C(NC1CCCCCCC1)c1c(Cl)cccc1Cl	i
48	Cc1cc(C)n2nc3nc(N4CCC(C)CC4)nc(-c4ccccc4)c3c2n1	i
49	COc1ccc(NC2=C(C)C(=O)CC2)cc1	i
50	O=C(COc1cccc2cccnc12)Nc1ccc(Oc2ccccc2)cc1	i
51	COc1ccc(C(=O)c2c[nH]c3ccccc3c2=O)cc1	i
52	Cc1nc2sc(C(c3ccccc3)N3CCN(C(=O)c4ccco4)CC3)c(O)n2n1 (centres undefined)	i
53	O=C(c1ccccc1)c1ccc(/C=C/c2ccccn2)cc1	55.0%*
54	COc1cccc(NC(=O)c2c(F)c(F)c(C(=O)Nc3cccc(OC)c3)c(F)c2F)c1	i
55	CC1CCN(C(=O)C2CCN(S(=O)(=O)c3cccc4cccnc34)CC2)CC1	i
56	CCN(CCNC(=O)C1C2C=CC3(CN(Cc4ccccc4Cl)C(=O)C13)O2)c1ccccc1 (centres undefined)	i
57	O=C(c1ccccc1)N1CC[C@H](c2nnc(-c3ccccc3)o2)C1	i
58	CC1=C(C)CS(=O)N(S(=O)(=O)c2ccccc2)C1 (centres undefined)	i
59	COc1ccccc1-c1cc2c(n(Cc3ccccc3)c1=O)CCN(C(=O)CCc1cnccn1)C2	u
60	COc1ccnc(N2Cc3cnc(CC(C)C)nc3C2)n1	u

Pulled by compound from the list above:
No.	SMILES	ST2 IL33 inh
58	CC1=C(C)CS(=O)N(S(=O)(=O)c2ccccc2)C1 (centres undefined)	i
60	COc1ccnc(N2Cc3cnc(CC(C)C)nc3C2)n1	u
53	O=C(c1ccccc1)c1ccc(/C=C/c2ccccn2)cc1	55.0%*
50	O=C(COc1cccc2cccnc12)Nc1ccc(Oc2ccccc2)cc1	i
49	COc1ccc(NC2=C(C)C(=O)CC2)cc1	i

Later entries
No.	SMILES	ST2 IL33 inh
61	CCN(CC)C(=O)Cn1cnc2sc(C(=O)N3CCc4ccccc4C3)c(C)c2c1=O	u
62	Nc1ccc(S(=O)(=O)Nc2nccc(/C=C/c3cccc(Br)c3)n2)cc1	i
63	CCc1cc2c(cc3c(=O)n(CC(=O)N4CCN(c5ccccn5)CC4)nc(CC)n32)s1	u
64	CC(C)NC(=O)NC[C@H]1O[C@@H](CC(=O)NCCN2CCOCC2)[C@H](O)[C@@H]1O	i
65	Cn1c(=O)c2c(nc(Cl)n2Cc2ccccc2Cl)n(C)c1=O	i
66	Cc1ccccc1C(=O)Nc1cccc(OCc2cc(=O)n3cc(Cl)ccc3n2)c1	i
67	CCC1CCCCN1CC(=O)N1CCCc2c1c(=O)oc1ccc(O)cc21 (centres undefined)	i
68	Cc1cc(CC(=O)NC(CC(C)C)c2nnc3n2CCNCC3)on1 (centres undefined)	u
69	O=C(CCCn1c(=O)c2sccc2n(Cc2ccc(Cl)cc2)c1=O)NCc1ccco1	i
70	CC(=O)Nc1ccc(S(=O)(=O)NCCSCc2ccco2)cc1	i
71	O=C(CN1C(=O)CCc2cc(S(=O)(=O)N3CCCC3)ccc21)Nc1ccc(F)c(Cl)c1	i
72	CNC(=O)[C@@H]1C[C@H](N)CN1C(=O)C1Cc2ccccc2C1	i
73	Cc1nnc(SCC(=O)NCc2cccc(-c3ccccc3)c2)s1	i
74	Cn1c(=O)c2c(nc(Sc3ncn[nH]3)n2C)n(C)c1=O	i
75	CC(=C\C(=O)O)/C=C(\C)CC(C)CCCCC(OC(=O)C(CO)C(CCCCC(C)C/C(C)=C/C(C)=C/C(=O)O)OC(=O)/C=C(C)/C=C(\C)CC(C)CCCCC(O)C(CO)C(=O)O)C(CO)C(=O)O (centres undefined)	i
76	CN(C)CC(O)COc1ccccc1 (centres undefined)	u
77	Cc1ccc(CN2CCN(c3cncc(C(N)=O)n3)CC2)c2cccnc12	i
78	CCN(CC)C(=O)Cn1cnc2sc(C(=O)Nc3cc(F)ccc3C)c(C)c2c1=O	i
79	COc1ccc2nc(SCC(=O)O)[nH]c2c1	u
80	O=C1C2=C(C(c3ccccc3)=NCCN2)C(c2ccccc2)N1c1ccccc1 (centres undefined)	u
81	CCOC(=O)C1=NN(c2ccc(Br)cc2)C2C(=O)N(c3ccccc3Cl)C(=O)C12 (centres undefined)	i
82	CCN(Cc1ccc(-c2nc3ccccc3n2C)o1)C1CCS(=O)(=O)C1 (centres undefined)	i
83	CN=c1scc(-c2ccc(Cl)cc2)n1C	i
84	Cc1ccsc1[C@@H]1CCN(Cc2ccnn2-c2ccccc2)C[C@H]1O	i
85	Cc1ccc(C)c(NS(=O)(=O)c2ccc3c(c2)CCN3C(=O)C2CC2)c1	i
86	COc1ccc(N2CCN(C(=O)c3cccc([N+](=O)[O-])c3)CC2)cc1	u
87	COc1cc(F)ccc1-c1cnc(N)cn1	u
88	CC(C)Cc1ccc(CN2CC[C@H](CO)[C@@H](O)C2)s1	i
89	O=C(CN1C(=O)C(=O)c2ccccc21)NCCOc1ccccc1	i
90	CC(=O)c1ccc(NC(=O)c2cc(-c3cccs3)on2)cc1	i
91	Cc1ccc(C)c(OCCN(C)Cc2nc3ccccc3n2C)c1	u
92	COc1ccc(CCN(C)CCCC(C#N)(c2cc(OC)c(OC)c(OC)c2)C(C)C)cc1OC (centres undefined)	i
93	CC1OC(OC2C(OC(=O)/C=C/c3ccc(O)c(O)c3)C(CO)OC(OCCc3ccc(O)c(O)c3)C2OC2OCC(O)C(O)C2O)C(O)C(O)C1O (centres undefined)	i
94	O=C(NCc1ccccn1)C12CC3CC(CC(C3)C1)C2	u
95	Cc1ccccc1-n1nc2c(c1NC(=O)c1ccc(OC(C)C)cc1)CS(=O)C2 (centres undefined)	i
96	Cc1cc(C)cc(OCCN)c1	i
97	O=C(c1ccc(Cn2c(=O)[nH]c3ccsc3c2=O)cc1)N1CCN(c2ccccn2)CC1	i
98	c1ccc(C2=NN3C(C2)c2ccccc2OC3c2ccco2)cc1 (centres undefined)	i
99	COc1ccc(/C=C2\SC(N3CCCC3)=NC2=O)cc1	i
100	COc1ccc(C2=NN(S(=O)(=O)c3ccccc3)C(c3ccccc3Cl)C2)cc1OC (centres undefined)	u
101	Cc1ccc(S(=O)(=O)NCc2nc3cccnc3n2Cc2cccc(C)c2)cc1	i
102	OC1(C#CCN2CCCC2)CCCCC1	i
103	CCOc1ncccc1C(=O)N1CCCn2nc(C(=O)NC3CC3)cc2C1	i
104	Cc1ccc(-c2nnc3s/c(=C\c4ccc(C)o4)c(=O)n23)cc1	i
105	C=CCS(=O)CC(N)C(=O)O (centres undefined)	u
106	COc1ccccc1CC(=O)Nc1nc(-c2ccccc2)cs1	i
107	O=C(Nc1ccc(Cl)cn1)c1ccc(Br)cc1	i
108	c1cncc(-c2nc3sc(-c4cccnc4)nc3s2)c1	i
109	CC1=NN(c2nc(-c3ccccc3)cs2)C(=O)C1C(c1ccccc1)C(C#N)C(N)=O (centres undefined)	i
110	CCCCCC(=O)NC(Nc1c(C)n(C)n(-c2ccccc2)c1=O)C(Cl)(Cl)Cl (centres undefined)	i
111	O=C1C2CC=C(Cl)CC2C(=O)N1CCN1CCOCC1 (centres undefined)	u
112	O=C(C[C@@H]1O[C@H](CNC(=O)C2CCCC2)[C@@H](O)[C@H]1O)NCc1ccc(F)cc1	i
113	c1ccc(-c2nc3cnccn3c2Nc2ccc3c(c2)OCCO3)cc1	i
114	CC(C)Oc1ccccc1OCCN1CCNCC1	i
115	COc1ccc(C(=O)Nc2c3c(nn2C(C)(C)C)CS(=O)C3)c(OC)c1 (centres undefined)	i
116	CNc1ncc(CN(C)C(=O)c2ccc(CSC)o2)cn1	i
117	O=C(O)C[C@@H]1CCN(C(=O)C2CCCCC2)C[C@@H]1CCN1CCN(c2ccccc2)CC1	u
118	O=C(CC1(O)C(=O)Nc2ccc(Cl)cc21)c1cccc([N+](=O)[O-])c1 (centres undefined)	i
119	Nc1ccc(Sc2cccc(S(=O)(=O)c3cccc(Sc4ccc(N)cc4)c3)c2)cc1	i
120	N#C/C(=C/c1cn(Cc2ccccc2)c2ccccc12)C(=O)NCC1CCCO1 (centres undefined)	u

Other records follow:
No.	SMILES	ST2 IL33 inh
121	COc1ccc2c(=O)c(-c3ccc(F)cc3)c(C)oc2c1	i
122	CC1CCCN(S(=O)(=O)c2ccc(C(=O)Nc3nnc(-c4ccc(F)cc4)o3)cc2)C1 (centres undefined)	i
123	Cc1cc(N2CCCC2)nc(N2CCN(S(=O)(=O)c3ccc(Oc4ccccc4)cc3)CC2)n1	i
124	Cc1ccc(C2C(C#N)=C(N)Oc3n[nH]c(C(F)(F)F)c32)cc1 (centres undefined)	i
125	Nc1nc(-c2ccco2)nc(-c2ccco2)n1	i
126	CCOc1ccc(C2=C/C(=C/c3ccccc3OC)C(=O)O2)cc1	46.0%*
127	CCCc1nc2oc(C(=O)c3ccccc3)c(N)c2c2c1COC(C)(C)C2	i
128	O=C1CSC(c2cccnc2)N1c1cccc(F)c1 (centres undefined)	i
129	O=C(Nc1nnc(CCS(=O)(=O)c2ccc(Cl)cc2)s1)c1ccc([N+](=O)[O-])cc1	i
130	CCOCCCNC(=O)c1ccc2c(c1)NC(=O)C(N1CCCC1)S2 (centres undefined)	i
131	N#C/C(=C\c1ccc(O)cc1)c1nc(-c2ccc3c(c2)OCO3)cs1	u

The list is partial; rates above refer to the full screens.
